SKBR3 24h inh: SK-BR-3 proliferation inhibitors, primary screen, cell-based, human, 24 h | SK-BR-3 viability, CellTiter-Glo ATP luminescence; active compounds read low | viability, % at 10 µM | actives 0.47% (n = 41,000);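 active = viability at or below the median of all test compounds minus 3 SD, in both replicates if run twice, cut at about 45% in these data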;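 also: 100% = median untreated cell wells and 0% = median positive control drug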
* marks the source's active call; other numbers are inactive results; & = joins results of further samples. This is a subset; count on the stated rates, not on these rows.

SMILES	SKBR3 24h inh
CC1(C)NC(=O)N(CC(O)CN2C(=O)CCC2=O)C1=O (centres undefined)	76.9
Cn1c(=O)[nH]c2cc3ccccc3cc21	73.3
COc1ccccc1NC(=O)c1ccc(-c2ccccc2F)o1	74.7
Nn1c(SCC(=O)Nc2ccc(S(=O)(=O)N3CCCC3)cc2)nnc1C(F)(F)F	75.1
O=C1OCCC1Sc1nnc(-c2ccc(Br)cc2)o1 (centres undefined)	101.1
CC(C)Oc1cccc(C(=O)Nc2ccc(NC(=O)c3ccco3)cc2)c1	89.3
CC(=O)c1cc(-c2ccccc2)n(CC(=O)N2CCN(C3CCCC3)CC2)c1C	89.0
CC(C)=CCC(C)(C)CNC(=O)NC1CCCCC1	97.1
O=c1oc2ccc(Br)cc2cc1-c1nc2ccccc2o1	115.4
Cn1c(/C=N/n2cnnc2)nc2ccccc21	105.5
CN1C(=O)N2CN(C3CCCCC3)CN3C(=O)N(C)C1C23 (centres undefined)	102.8
O=C1NCCCC2c3c(cc(Br)c(O)c3Br)OC12N1CCOCC1 (centres undefined)	113.3
O=C(NC1CCCCCC1)c1c(O)c2ccccc2[nH]c1=O	76.8
CCCn1c2c(c(O)c(C(=O)Nc3ccc(OCC)cc3)c1=O)CCCC2	90.3
CCOc1ccc(-c2nnc(-c3cccnc3)o2)cc1OCC	94.7
COc1ccc(S(=O)(=O)N(C)c2c(C)n(C)n(-c3ccccc3)c2=O)cc1OC	91.0
CCSC(SCC)[C@H](O)[C@@H](O)[C@H](O)[C@H](O)CO	99.7
N#Cc1cn(CC(=O)N2CCCC2)c2ccccc12	93.3
CCCCNC(=O)NS(=O)(=O)c1ccc(C(=O)OC(C)C)o1	123.3
CCCOc1ccc(/C(O)=C2/C(=O)C(=O)N(CCN(C)C)C2c2ccc(OC)c(OC)c2)cc1 (centres undefined)	96.4
COc1ccc(C(=O)N(CN2CCCC2=O)c2ccc(C)cc2)cc1	97.4
Cc1ccc(Cn2ccc(NC(=O)c3cc(-c4ccc(Br)cc4)on3)n2)cc1	90.7
COc1ccc(C)cc1S(=O)(=O)N(C)CC(=O)N1CCCCCC1	108.4
CC(C)CNS(=O)(=O)c1ccc(CCC(=O)Nc2ccc3c(c2)OCO3)cc1	96.2
CC(C)(C)n1ncc2c(=O)n(CC(=O)Nc3ccccc3)cnc21	86.3
Further compounds follow:
SMILES	SKBR3 24h inh
NC1=C(c2ccc(F)cc2)C(=O)CS1	75.7
COc1ccc(S(=O)(=O)N2CCCN(CC(=O)Nc3ccc4c(c3)OCO4)CC2)cc1	89.3
Cc1ccc(-c2ccc(=O)n(CCC(=O)NCCN3CCCCC3C)n2)cc1 (centres undefined)	102.3
CCN(CC)S(=O)(=O)c1ccc(O)c(C(=O)OCC(=O)N(C)Cc2ccccc2)c1	76.3
CCc1ccc(N2CC(C(=O)OCC(=O)NC3CCS(=O)(=O)C3)CC2=O)cc1 (centres undefined)	115.4
CCOC(=O)c1cccc(NC(=O)CSc2nnc(C3CCCCC3)n2C)c1	86.2
Cc1nc(NCCNC(=O)c2ccco2)c2c(C)c(C)sc2n1	61.9
O=C(NCCC1=CCCCC1)c1ccc(CN2CCOCC2)cc1	81.5
Cc1ccc(C)c(C(=O)CC2(O)C(=O)Nc3ccccc32)c1 (centres undefined)	90.1
CS(=O)(=O)N(CC(=O)N1CCCC1)c1ccc(OCc2ccccc2)cc1	111.9
Nc1nc2n(n1)C(c1ccco1)CC(c1ccc(Cl)c(Cl)c1)N2 (centres undefined)	108.6
Cc1ccc2c(c1)C1C=CCC1C(C(=O)O)N2 (centres undefined)	71.7
CCOC(=O)N1CCC(NC(=O)CNS(=O)(=O)c2ccc(Br)s2)CC1	94.5
COc1ccc(-c2nc3c(c(SCC(=O)N4CCOCC4)n2)COC(C)(C)C3)cc1	84.1
Brc1ccc(Oc2nsnc2N2CCOCC2)cc1	78.7
CCOc1ccc(Nc2nc(CC(=O)OC)cc(=O)[nH]2)cc1	78.2
Cc1nnc(SCCOC(N)=O)n1C	110.5
CCC(=O)N1CCNC(=O)C1CC(=O)Nc1ccc(C)c(Cl)c1 (centres undefined)	100.9
Cc1cc(C)c(C#N)c(SCC(=O)NC2CC2)n1	89.3
Cc1cc(S(=O)(=O)Nc2cccc(O)c2)c(C)s1	93.9
CCSc1nnc(NC(=O)c2c(-c3ccccc3Cl)noc2C)s1	106.6
CCOC(=O)N1CCN(C(=O)CSc2nnc(-c3ccccc3OC)o2)CC1	85.4
O=S(=O)(Nc1ccc2c(c1)nc1n2CCN(Cc2ccccc2)C1)c1ccccc1	86.2
Cc1cc(C(F)(F)F)nc(NCc2ccc(F)cc2)n1	95.6
Cc1cc(C)nc(-n2nc(C)c(Sc3ccc(F)cc3)c2N)n1	76.3
Additional structures follow:
SMILES	SKBR3 24h inh
CCn1nc(C(=O)O)c(=O)c2cc3c(cc21)OCO3	82.5
COC(=O)c1sc2nc(-c3ccccc3)nc(N3CCN(C)CC3)c2c1C	97.7
O=C(O)[C@H](Cc1ccccc1)NC(=O)N1CCOCC1	112.3
CCOC(=O)C1CCN(S(=O)(=O)c2ccc(NC(=O)OC)cc2)CC1	96.6
CC(=O)Nc1c(I)c(NC(C)=O)c(I)c(C(=O)O)c1I	91.9&120.6
CC(CN1CCN(C)CC1)OC(=O)c1ccccc1Cl (centres undefined)	94.9
COc1cc(C)nc(N(Cc2ccccc2)S(=O)(=O)c2ccccc2)n1	89.7
CC(=O)Nc1cccc(Cn2cccn2)c1	94.6
OC(CNCC1CCCO1)Cn1c2ccccc2c2ccccc21 (centres undefined)	104.2
CCCn1c(SCc2ccc(Cl)cc2)nc2c1c(=O)[nH]c(=O)n2C	100.6
COc1ccc(OC)c(C(O)c2nc3ccccc3n2C(C)C)c1 (centres undefined)	76.0
O=C1CCCN1c1ccc(S(=O)(=O)NCc2ccco2)cc1	77.8
CC1Cc2ccccc2N1C(=O)CCNS(=O)(=O)c1cccc2nsnc12 (centres undefined)	93.2
CC1CCCCN1C(=O)CSc1nc2ccccc2n1CC(=O)N1CCc2ccccc21 (centres undefined)	85.5
COc1ccc(-c2noc(CCC(=O)Nc3cccc(C)c3)n2)cc1	104.1
Cc1ccc(-c2noc(CCC(=O)NCCc3ccccc3Cl)n2)cc1	94.6
Cc1ccc(C)c(S(=O)(=O)NCCOC(=O)Nc2sc(=S)n(C)c2C)c1	93.5
C=CCOc1ccccc1CNCc1cccnc1	134.6
CN(c1ccccc1)S(=O)(=O)c1cccc(C(=O)N2CCN(c3ccccn3)CC2)c1	90.6
Nc1nc(-c2ccco2)nc(N2CCCCC2)n1	94.3
COc1ccccc1NC(=O)N(Cc1ccco1)Cc1cc2c(C)ccc(C)c2[nH]c1=O	111.9
COCCN(CC(=O)NCc1ccc(F)cc1)C(=O)CCC(=O)Nc1nccs1	87.1
COCCN(CC(=O)Nc1ccccc1C)S(=O)(=O)c1ccc(S(=O)(=O)N2CCCC2)cc1	80.1
O=C(NCc1ccccc1)c1cnc2n(c1=O)CCS2	82.3
CC1CCCCC1NS(=O)(=O)c1ccc(S(=O)(=O)NCc2ccncc2)cc1 (centres undefined)	94.5
Next part:
SMILES	SKBR3 24h inh
CCC1(CC)Cc2ccccc2C(N)=C1C#N	85.1
CCC(C)Sc1nc2c(c(=O)[nH]c(=O)n2C)n1CCc1ccccc1 (centres undefined)	79.7
Cc1csc(=Nc2c(C)n(C)n(-c3ccccc3)c2=O)n1Cc1ccccc1	93.7
COc1ccc(CN2CCN(S(=O)(=O)c3ccc(NC(C)=O)cc3)CC2)cc1OC	90.7
O=C(CN(C1CCCCC1)S(=O)(=O)c1ccc(F)cc1)NCc1ccncc1	74.9
O=C(Nc1cnn(Cc2ccc(Cl)cc2Cl)c1)c1cc(-c2cccs2)on1	64.6
Cn1c(CN2CCOCC2)nnc1SCC(=O)Nc1ccc2c(c1)OCCO2	86.7
O=C(CN1CCC(n2nnc3cc(C(F)(F)F)ccc32)CC1)N1CCc2ccccc21	102.0
O=S(=O)(c1ccc(N2CCCC2)cc1)C(F)(F)F	85.0
O=C(Cn1nc(-c2ccccc2)ccc1=O)NCC1COCCO1 (centres undefined)	89.6
C=CCn1c(SCC(=O)Nc2ccc3c(c2)OCCO3)nnc1-c1ccco1	95.8
O=C(CN(CCCN1CCOCC1)C(=O)Cn1nnc(-c2ccc(F)cc2)n1)NC1CCCCC1	90.7
CC(=O)C1C(c2cn(-c3ccccc3)nc2-c2cccs2)NC(=O)NC1(O)C(F)(F)F (centres undefined)	136.1
O=S(=O)(Cc1ccccc1)N1CCN(C2Cc3ccccc3C2)CC1	84.8
Cn1cccc1C(=O)c1ccc(Cl)cc1Cl	63.9
O=C(Nc1ccccc1C(=O)N1CCCC1)c1cccc(S(=O)(=O)N2CCCCC2)c1	88.9
CC(C)(C)OC(=O)NCCCC(CCCNC(=O)OC(C)(C)C)C(=O)O	88.6
CC(C)CC(NC(=O)C1CCCCC1)C(=O)NCc1ccccn1 (centres undefined)	96.5
CC1CN(C(=O)c2cc3c(s2)CCC3)CC(C)O1 (centres undefined)	89.1
COC(=O)C1=C(C)NC(=O)NC1c1ccc(OCC(=O)N2CCCCC2)cc1 (centres undefined)	81.5
N#CC1=C(N)n2c(s/c(=C\c3ccco3)c2=O)=C(C#N)C1c1ccco1 (centres undefined)	140.0
CCc1nnc2sc(-c3ccc(NC(=O)c4ccc5c(c4)OCCO5)cc3)nn12	104.9
Cc1nn(C)c(C)c1NC(=O)c1ccnn1C	121.5
O=c1[nH]cnc2c1N1CCC2CC1	102.4
COc1ccc(N(CC(=O)O)S(C)(=O)=O)cc1OC	85.8

Quoted from the listing.
Value for Cc1nn(C)c(C)c1NC(=O)c1ccnn1C under SKBR3 24h inh: 121.5
Value for COc1ccc(N(CC(=O)O)S(C)(=O)=O)cc1OC under SKBR3 24h inh: 85.8

Going on with the list:
SMILES	SKBR3 24h inh
COC(=O)C(c1cc(OC)c(O)c(OC)c1)(N1CCNC(C)C1)C(F)(F)F (centres undefined)	73.2
Cc1nnc(SCC(=O)Nc2nsc(-c3ccccc3)n2)s1	89.1
O=C(O)CNC(=O)CC12CC3CC(CC(C3)C1)C2	97.8
CC(=O)c1c(OC(=O)c2ccco2)c2ccccc2n1C	91.0
Cc1cccc(C)c1OCC(=O)NCc1nnc(SCC(=O)NC2CCCCC2)n1C	84.8
COc1ccc(S(=O)(=O)N(CC(=O)O)c2ccccc2)cc1	81.4
Cc1ccc(C)c(NC(=O)Cn2nc(C)c3ccccc3c2=O)c1	103.7
CCCOc1cccc(C2/C(=C(/O)c3ccc(OC)cc3)C(=O)C(=O)N2CCN(C)C)c1 (centres undefined)	92.5
CCCS(=O)(=O)N1CCN(C(=O)c2cccs2)CC1	121.8
O=C(CCCc1nc(-c2ccccc2Cl)no1)NC1CCCCC1	67.8
O=C(Cn1nnc(-c2cccc(C(F)(F)F)c2)n1)N1CCOCC1	87.4
Cc1ccc(-c2nnc(N3CCN(C(=O)CN4CCOCC4)CC3)c3ccccc23)cc1	120.5
Cc1ccc(S(=O)(=O)N2CCN(C(=O)CN3CCOCC3)C2)cc1	91.8
CCOC(=O)CSc1n[nH]c(-c2cccnc2)n1	85.7

In the list so far, 17 have an aryl methoxy group.
SMILES	SKBR3 24h inh
COc1ccccc1NC(=O)c1ccc(-c2ccccc2F)o1	74.7
COc1ccc(S(=O)(=O)N(C)c2c(C)n(C)n(-c3ccccc3)c2=O)cc1OC	91.0
CCCOc1ccc(/C(O)=C2/C(=O)C(=O)N(CCN(C)C)C2c2ccc(OC)c(OC)c2)cc1 (centres undefined)	96.4
COc1ccc(C(=O)N(CN2CCCC2=O)c2ccc(C)cc2)cc1	97.4
COc1ccc(C)cc1S(=O)(=O)N(C)CC(=O)N1CCCCCC1	108.4
COc1ccc(S(=O)(=O)N2CCCN(CC(=O)Nc3ccc4c(c3)OCO4)CC2)cc1	89.3
COc1ccc(-c2nc3c(c(SCC(=O)N4CCOCC4)n2)COC(C)(C)C3)cc1	84.1
CCOC(=O)N1CCN(C(=O)CSc2nnc(-c3ccccc3OC)o2)CC1	85.4
COc1cc(C)nc(N(Cc2ccccc2)S(=O)(=O)c2ccccc2)n1	89.7
COc1ccc(OC)c(C(O)c2nc3ccccc3n2C(C)C)c1 (centres undefined)	76.0
COc1ccc(-c2noc(CCC(=O)Nc3cccc(C)c3)n2)cc1	104.1
COc1ccccc1NC(=O)N(Cc1ccco1)Cc1cc2c(C)ccc(C)c2[nH]c1=O	111.9
COc1ccc(CN2CCN(S(=O)(=O)c3ccc(NC(C)=O)cc3)CC2)cc1OC	90.7
COc1ccc(N(CC(=O)O)S(C)(=O)=O)cc1OC	85.8
COC(=O)C(c1cc(OC)c(O)c(OC)c1)(N1CCNC(C)C1)C(F)(F)F (centres undefined)	73.2
COc1ccc(S(=O)(=O)N(CC(=O)O)c2ccccc2)cc1	81.4
CCCOc1cccc(C2/C(=C(/O)c3ccc(OC)cc3)C(=O)C(=O)N2CCN(C)C)c1 (centres undefined)	92.5

Compound activity: PubChem BioAssay, SRMLSC
